# Vif-A3F inh – Vif-A3F binding inhibition; HeLa A3F-eYFP + Vif (tagged APOBEC3F with the HIV-1 protein that degrades it), YFP fluorescence increase; Potency, µM (highest dose often 46.1 µM), inactives show at the highest dose activity, negative = active; actives 0.2% (n = 390,000); further: potency means the concentration at half of the fitted maximal effect; % of control where 0% means no effect; nearly all actives have a fitted effect of over 65% in size
#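 HeLa cells stably expressing A3F-eYFP plus Vif, plated and incubated overnight at 37 deg C, then exposed to compounds overnight at 37 deg C. Blocked degradation read as raised yellow fluorescence (Ex 488/Em 500-530).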
# USP1 inh – inhibitors of human USP1/UAF1 deubiquitinase; O94782; actives 0.23% (n = 390,000); recombinant USP1/UAF1, Ub-Rhodamine cleavage fluorescence; Potency, µM (titrated, usually from 57.1 µM), for inactives: at the top dose activity change, negative = inhibition, hits mostly inhibitors; further: potency means the concentration at half of the fitted maximal effect; on the % scale 0 is the no-effect control and ±100 the full control effect; nearly all actives have a fitted effect of over 60% in size; inactives centre near -12
#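 USP1/UAF1 complex (1 nM) preincubated 15 min at room temperature with compound, then Ub-Rho substrate (150 nM final) added. Kinetic fluorescence at 480/540 nm over 6 reads at 60 s intervals; 50 mM HEPES pH 7.8, 0.5 mM EDTA, 0.1 mg/ml BSA, 1 mM TCEP, 0.01% Tween-20.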
# Vif-APOBEC3G blk – blocks the Vif interaction with human APOBEC3G; Q9HC16; HeLa A3G-eYFP + Vif (tagged APOBEC3G with the HIV-1 protein that degrades it), YFP fluorescence, overnight; Potency, µM (series often up to 46.1 µM), inactives show top-dose activity, negative = active, actives largely listed as inhibitors; actives 0.076% (n = 410,000);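 further: potency means the concentration at half of the fitted maximal effect; on the % scale 0 is the no-effect control and ±100 the full control effect; nearly all actives have a fitted effect of over 60% in size; hits raise eYFP signal because A3G escapes Vif-driven loss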
# Target sequence (Q9HC16 whole entry, looked up): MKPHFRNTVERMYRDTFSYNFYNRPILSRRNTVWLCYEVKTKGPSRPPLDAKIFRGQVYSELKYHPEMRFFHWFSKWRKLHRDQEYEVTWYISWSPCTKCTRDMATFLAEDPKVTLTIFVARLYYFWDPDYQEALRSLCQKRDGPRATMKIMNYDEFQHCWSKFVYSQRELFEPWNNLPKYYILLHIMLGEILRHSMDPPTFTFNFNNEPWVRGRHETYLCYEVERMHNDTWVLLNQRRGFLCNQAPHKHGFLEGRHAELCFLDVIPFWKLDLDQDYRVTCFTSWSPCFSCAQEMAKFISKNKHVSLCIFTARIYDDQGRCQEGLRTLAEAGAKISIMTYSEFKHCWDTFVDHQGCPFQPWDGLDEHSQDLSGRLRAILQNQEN
#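 Read-out is eYFP fluorescence (Ex 488/Em 500-530) from Vif-expressing HeLa A3G-eYFP cells; more signal means A3G escaped Vif-mediated degradation. Cells plated overnight, compound pinned in, incubated overnight at 37 deg C.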
# LDHA block – blocks human lactate dehydrogenase A. P00338. purified LDHA, NADH/diaphorase-resazurin fluorescence; stronger effect = lower value. activity change, % (values are at about 110 or 230 µM). actives 0.15% (n = 480,000). AID 1347041; in the data active means activity change below about -30%; inconclusive means mostly about -25% to -30%;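 further: plate controls were DMSO wells for no effect and wells without enzyme for full effect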
#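 Enzyme activity of human lactate dehydrogenase 5 (2 nM; 0.06 mM NADH, 0.2 mM pyruvate, 5 min, RT) is measured via a resazurin/diaphorase fluorescence readout of residual NADH.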
# TrxR1 substrate – rat thioredoxin reductase 1 substrate activity | O89049 | purified TrxR1 substrate turnover, NADPH consumption readout | Potency, µM (series often up to 114 µM), for inactives: at the top dose activity change, negative = substrate turnover | actives 0.01% (n = 390,000) | AID 588456; further: potency means the concentration at half of the fitted maximal effect; on the % scale 0 is the no-effect control and ±100 the full control effect; nearly all actives have a fitted effect of over 50% in size
# Target sequence (O89049 whole entry, looked up): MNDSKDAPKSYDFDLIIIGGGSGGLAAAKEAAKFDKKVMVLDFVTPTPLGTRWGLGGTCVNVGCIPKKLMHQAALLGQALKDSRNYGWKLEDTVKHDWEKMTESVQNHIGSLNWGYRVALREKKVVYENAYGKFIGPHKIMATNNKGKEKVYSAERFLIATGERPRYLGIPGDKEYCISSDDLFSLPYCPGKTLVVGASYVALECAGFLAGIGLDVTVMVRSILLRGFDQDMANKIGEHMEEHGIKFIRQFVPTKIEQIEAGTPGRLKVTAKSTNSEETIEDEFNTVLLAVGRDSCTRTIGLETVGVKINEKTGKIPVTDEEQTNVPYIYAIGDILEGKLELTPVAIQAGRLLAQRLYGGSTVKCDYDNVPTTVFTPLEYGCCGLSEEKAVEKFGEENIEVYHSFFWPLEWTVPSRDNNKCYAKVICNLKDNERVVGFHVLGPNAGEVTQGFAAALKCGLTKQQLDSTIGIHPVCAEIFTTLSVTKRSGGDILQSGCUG
#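 Rat TrxR1, dispensed at 90 nM, was prereduced with 400 uM NADPH (final) for 5 min at ~22 deg C, then incubated with compound 15 min before 400 uM selenite. A first-read NADPH fluorescence drop versus no-compound background flagged substrates.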
# RGS4 inh – blocks human RGS4-accelerated GTP hydrolysis. P49798. Transcreener GDP fluorescence polarization, RGS4-accelerated GTP hydrolysis. Potency, µM (series often up to 114 µM), for the others: top-dose activity change, negative = inhibition, actives largely listed as inhibitors. actives 0.039% (n = 390,000). AID 504845; further: potency means the concentration at half of the fitted maximal effect; on the % scale 0 is the no-effect control and ±100 the full control effect; nearly all actives have a fitted effect of over 75% in size; some results filed as inactive show a strong effect at the top dose
# Target sequence (P49798 whole entry, looked up): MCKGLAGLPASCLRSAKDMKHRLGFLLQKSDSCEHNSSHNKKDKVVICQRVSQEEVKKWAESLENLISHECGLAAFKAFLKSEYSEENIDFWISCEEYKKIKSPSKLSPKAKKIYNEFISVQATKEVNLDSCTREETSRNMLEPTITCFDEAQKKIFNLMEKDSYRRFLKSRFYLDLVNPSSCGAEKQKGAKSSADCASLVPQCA
#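 MLSMR compounds (23 nl, pin-transferred) preincubated 10 min at room temperature with a 500nM (2x) first reagent, then RGS4 at 900nM (2x) plus Transcreener GDP mix added; fluorescence polarization (620/688 nm) read before and after 90 min at 30 °C.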
# TrxR1 inh – blocks rat thioredoxin reductase 1 | actives 1% (n = 390,000) | recombinant rTrxR1, NADPH fluorescence consumption, selenite substrate | Potency, µM (doses to about 114 µM), without a hit: at the highest dose activity change, negative = inhibition, usual class: inhibitors | AID 588453; further: potency means the concentration at half of the fitted maximal effect; on the % scale 0 is the no-effect control and ±100 the full control effect; nearly all actives have a fitted effect of over 65% in size
#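 Rat TrxR1 (90 nM in the dispensed reagent) was pre-reduced with 400 uM NADPH for 5 min at room temperature, then incubated with compound for 15 min. After 400 uM selenite was added, NADPH fluorescence (Ex 340/Em 450 nm) was followed for 8 min.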
# mIDH1 inhibitor – human IDH1 R132H inhibition | O75874 | IDH1-R132H enzyme, NADPH consumption, diaphorase/resazurin fluorescence | Potency, µM (doses to about 76.6 µM), without a hit: at the top dose activity change, negative = inhibition, hits mostly inhibitors | actives 0.093% (n = 390,000); further: potency means the concentration at half of the fitted maximal effect; on the % scale 0 is the no-effect control and ±100 the full control effect; nearly all actives have a fitted effect of over 65% in size
#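 IDH1-R132H (0.5 ug/mL) preincubated 30 min with compound, then NADPH (0.016 mM) and alpha-KG (2 mM) added; 80 min at RT, pH 7.5. Remaining NADPH coupled via diaphorase/resazurin to fluorescence (540/590 nm); concentration-response curves normalized to no-enzyme control.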
# Glioma ERSR ind – induces the endoplasmic reticulum stress response in human glioma cells; U87-MG GRP78 promoter luciferase reporter, 16 h; Potency, µM, without a hit: at the top dose activation, most hits filed as activators; actives 0.02% (n = 420,000); AID 602332; further: potency means the concentration at half of the fitted maximal effect; series mostly up to about 76 µM; % of control where 0% means no effect; nearly all actives have a fitted effect of over 35% in size
#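 ERSR induction read as luciferase luminescence (Bright-Glo, 10 min at room temperature) in stably transfected human U87-MG glioma cells exposed to compounds for 16 h, using GRP78 as sensor.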
# Active calls of the source: *; ? = inconclusive; / = not tested or not shown; [ ] = remark or other dose. Unless noted, the call rests on the fitted dose curve; in most records, active means well fitted curve in the direction sought with a large enough effect; inconclusive means small, poorly fitted or top-dose-only effect, or another doubt; inactive means no such curve, though single readings can be large; an effect the other way counts as inactive or inconclusive. An excerpt; the hit share may differ from the screen's.
SMILES,Vif-A3F inh,USP1 inh,Vif-APOBEC3G blk,LDHA block,TrxR1 substrate,RGS4 inh,TrxR1 inh,mIDH1 inhibitor,Glioma ERSR ind
COc1ccccc1C(=O)NNC(=S)Nc1ccccc1,0.4%,-17.4%,3.6%,1.9,11.4%,-37.4%,8.4%,5.6%,4.6%
O=C(CSc1nnc2ccccn12)NNC(=O)c1ccc([N+](=O)[O-])cc1,-4.7%,-4.7%,5.2%,-2.4,9.1%[57.1 µM],16.4%[56.9 µM],16.6%[57.1 µM],-21.2%,-3.2%
Cc1nn(-c2ccccc2)c2c1N(CC(=O)N1CCN(c3ccccc3F)CC1)C(=O)CS2,7.0%,-6.1%,0.1%,-12.9,-5.6%[57.1 µM],6.3%,2.9%[57.1 µM],0.4%,-2.5%
COC(CNC(=O)CNC(=S)N(Cc1ccccc1)Cc1cccs1)OC,3.6%,-8.8%,-5.8%,1.6,-6.2%[57.1 µM],-32.0%,19.1%[57.1 µM],5.1%,-1.4%
COc1ccc(/C=C2\SC(=N)N(c3nccs3)C2=O)cc1OC,?,-14.5%,?,8.6,-12.2%,-35.0%,-5.1%,0.0%,?
COc1ccc(C)cc1-n1nnnc1SCC(=O)Nc1cc(C)on1,1.1%,-0.6%,-7.6%,-5.4,-1.7%,-30.7%,12.7%,1.9%,-4.9%
O=C(Nc1cccnc1)C1CCCN(c2ncnc3c2nc2n3CCCCC2)C1 (stereo not drawn),0.7%,-15.0%,-0.8%,-1.2,-3.6%,15.0%,6.6%,-12.8%,2.3%
CC(C)c1ccc(/C=N/NC(=O)c2cccc(Cl)c2)cc1,4.5%,1.0%,?,-9.2,-15.1%,3.2%,-11.6%,-0.3%,0.4%
Cc1cccn2c(=O)c3cc(C(=O)NCc4ccco4)c(=N)n(C4CCCC4)c3nc12,1.9%,-22.2%,0.3%,1.4,44.9%[activator],-10.1%,31.1%,8.2%,-2.5%
CCN(CC)S(=O)(=O)c1ccc(OC)c(NC(=O)c2cn(CC)c3nc(C)ccc3c2=O)c1,-6.6%,-19.9%,-0.3%,0.9,2.3%[57.1 µM],23.1%,6.4%[57.1 µM],4.3%,-5.5%
COc1ccccc1NC(=O)COc1ccc2ccccc2c1,2.0%,?,-4.0%,-8.8,-11.5%,-8.8%,-21.0%,-9.1%,0.1%
Cc1cccc(C)c1OCC(=O)Nc1ccc(NC(=O)c2ccco2)cc1,-9.4%,-17.5%,-3.4%,-11.0,11.6%,7.7%,21.4%,-4.2%,-1.8%
O=C(CCc1ccccc1)NC1CC(=O)N(c2cccc(F)c2)C1 (stereo not drawn),-8.6%,?,-2.7%,0.1,-1.3%[57.1 µM],-7.3%,5.1%[57.1 µM],6.4%,-3.0%
CN(C)S(=O)(=O)c1ccc(N2CCCC2)c(C(=O)N2CCN(c3ccc([N+](=O)[O-])cc3)CC2)c1,-15.1%,-18.6%,0.6%,-5.8,-3.7%,-4.5%,18.4%[57.1 µM],-4.3%,0.2%
CCOc1c2ccc(C(=O)NCc3ccc(OC(F)(F)F)cc3)cc2nn1CC,1.5%,-26.8%,-5.3%,-2.6,23.7%[57.1 µM],8.0%,7.0%[57.1 µM],-2.3%,-4.8%
Cc1cc(C)cc(NC(=O)CSc2nc(=O)n(Cc3ccccn3)c3c2CCC3)c1,0.7%,-12.9%,-1.1%,-5.2,8.1%[57.1 µM],-7.4%,8.4%[57.1 µM],-4.6%,-0.3%
Cc1ccc(NC(=O)Cn2c(=O)n(Cc3ccco3)c(=N)c3c4c(sc32)COC(C)(C)C4)cc1,5.2%,-4.8%,0.3%,-2.8,-17.9%,7.1%,14.8%[57.1 µM],-0.2%,-0.2%
COc1ccc(CCNC(=O)c2coc3ccccc3c2=O)cc1OC,-13.7%,-12.2%,-0.1%,-0.1,-6.4%,-14.3%,10.2%,3.3%,1.9%
C=CCN1C(=O)/C(=C/c2ccc(O)c(OC)c2)S/C1=N/c1nccs1,31.6µM*,?,?,-2.3,-20.1%,-2.4%,-24.8%,?,-2.4%
CCOC(=O)Cn1nc(C)c(NC(=O)c2ccc([N+](=O)[O-])c(C)c2)c1C,-2.9%,-29.4%,-6.7%,-10.2,6.2%,24.2%,22.2%,0.0%,-3.6%
COc1ccc(C(=O)NCc2nnc(SCC(=O)N3CCCCCC3)o2)cc1OC,7.2%,-14.9%,0.1%,-9.3,-2.6%,3.8%,3.6%,0.2%,-3.8%
Cc1ccc(NC(=O)NNC(=O)c2ccccc2)cc1,-4.0%,-24.0%,1.1%,-1.9,4.9%,9.2%,33.4%,0.3%,6.6%
Cc1ccc([C@@H]2CC(=O)[C@@H]3CN(S(=O)(=O)c4ccc(C)cc4)[C@H](c4ccc(Cl)cc4)C[C@@H]3N2S(=O)(=O)c2ccc(C)cc2)cc1,-11.5%,-13.3%,-1.5%,-0.7,/,/,/,-3.6%,-3.3%
COc1cccc(C(=O)N(Cc2ccc3c(c2)OCO3)Cc2nc3ccccc3c(=O)[nH]2)c1,1.1%,-7.9%,2.7%,-5.8,-5.7%,18.5%,-3.0%,10.5%,-3.4%
Cc1sc(NC(=S)NC(=O)c2ccc(C(C)(C)C)cc2)c(C#N)c1C,-4.8%,-5.0%,3.0%,-9.0,3.0%,-37.6%,0.2%,-1.9%,-2.5%
# The list goes on.
SMILES,Vif-A3F inh,USP1 inh,Vif-APOBEC3G blk,LDHA block,TrxR1 substrate,RGS4 inh,TrxR1 inh,mIDH1 inhibitor,Glioma ERSR ind
COc1ccc(C(=O)COC(=O)CCN=C2NS(=O)(=O)c3ccccc32)c(OC)c1,0.1%,-22.1%,4.9%,1.0,-12.1%,-3.9%,-17.8%,6.6%,-3.8%
Cc1ccsc1C(=O)NCC(c1cccs1)N1CCOCC1 (stereo not drawn),-4.5%,-17.0%,?,-4.0,/,/,/,6.5%,-4.9%
CC(=O)c1c(N)[nH]c(-c2ccccc2)nc1=S,-1.8%,-19.3%,-9.1%,0.8,-7.1%,-28.7%,-10.5%[57.1 µM],-0.4%,-1.5%
CC(=O)Nc1ccc(S(=O)(=O)NNC(=O)COc2ccc(Cl)cc2Cl)cc1,14.8%,1.8%,-4.0%,-5.2,-4.7%,5.8%,4.9%,13.8%,-2.1%
CC1(c2ccccc2)NC(=O)N(CC(=O)Nc2cc(C(F)(F)F)ccc2N2CCCCC2)C1=O (stereo not drawn),-7.0%,-13.0%,-7.3%,-1.0,-8.6%,-13.0%,1.1%,0.1%,-3.2%
CC(=O)c1ccc(S(=O)(=O)Oc2ccc(C(=O)O)cc2Cl)cc1,-0.8%,-17.0%,-4.3%,-3.6,9.8%[57.1 µM],0.2%,7.9%[57.1 µM],-19.2%,-3.1%
COc1cccc(C2=NOC(C(=O)Nc3cccnc3Cl)C2)c1OC (stereo not drawn),-0.2%,-2.1%,0.5%,1.1,0.6%,2.3%,11.4%,4.1%,-3.1%
Cc1ccc(S(=O)(=O)N(C)c2ccc(C(=O)NCC(c3ccccc3)N3CCCC3)cc2)cc1 (stereo not drawn),-12.1%,?,3.5%,0.5,/,/,/,-2.4%,0.2%
Cn1ccnc1SCC(=O)Nc1cc(C(F)(F)F)ccc1N1CCOCC1,-19.8%,3.8%,4.6%,-7.0,-14.6%,-4.8%,9.5%,4.9%,-2.1%
CCn1cc(C(=O)OCC(=O)Nc2cccc(C(C)=O)c2)c(=O)c2ccc(C)nc21,-11.6%,-10.6%,2.1%,1.7,0.8%,-42.5%,6.8%,21.4%,-0.9%
Cc1ccc(Nc2nc(C)cc(C)n2)c(C(=O)O)c1,0.9%,?,3.4%,2.1,8.1%[57.1 µM],?,20.8%[57.1 µM],11.8%,-1.6%
CSc1ncccc1C(=O)Nc1ccc2nc(C)sc2c1,1.5%,-19.4%,-0.6%,-4.2,7.6%,-19.6%,27.8%,22.7%,0.2%
O=C(c1ccccc1Br)N1CCN(c2ccccc2)CC1,0.1%,-10.4%,1.5%,1.1,4.1%,-18.9%,12.3%,1.0%,-4.5%
C=CCNC(=S)NNC(=O)c1ccc(Br)cc1,-2.7%,-14.1%,-2.4%,0.2,5.8%[57.1 µM],-27.1%,1.1%[57.1 µM],4.8%,-1.1%
O=C(Cn1cnc2ccccc2c1=O)N/N=C/c1ccc(Br)cc1,-0.4%,-16.3%,1.5%,-8.3,3.2%,-6.3%,11.9%,-10.7%,-3.2%
CCC(C)CCN1C(N(C)C)=NC[C@@H]1CC(C)C (stereo partly drawn),6.4%,-14.0%,3.2%,-4.7,2.2%,7.7%,12.8%,2.0%,-5.5%
Cc1ccc(OCCC(=O)Nc2ccc(S(=O)(=O)Nc3cc(C)nc(C)n3)cc2)cc1,6.5%,-24.9%,-1.8%,0.9,-0.4%,12.6%,1.5%,1.0%,-2.7%
CCOC(=O)c1cnc(C(F)(F)F)nc1Oc1ccccc1,-28.5%,-14.9%,0.2%,-0.5,-4.0%,-15.3%,5.6%[57.1 µM],6.3%,-2.4%
